From PubChem
Rad51 HR inh = blocks human Rad51 in homologous recombination; inhibition, % at 10 µM; Q06609; hRad51 DNA strand exchange, fluorescence dequenching; hit rate 0.085% among 200,000;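 active = inhibition above 40% at the single screening dose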;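 note: 0% = DMSO control wells and 100% = blanks with heterologous ssDNA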
Target sequence (Q06609 whole entry, looked up): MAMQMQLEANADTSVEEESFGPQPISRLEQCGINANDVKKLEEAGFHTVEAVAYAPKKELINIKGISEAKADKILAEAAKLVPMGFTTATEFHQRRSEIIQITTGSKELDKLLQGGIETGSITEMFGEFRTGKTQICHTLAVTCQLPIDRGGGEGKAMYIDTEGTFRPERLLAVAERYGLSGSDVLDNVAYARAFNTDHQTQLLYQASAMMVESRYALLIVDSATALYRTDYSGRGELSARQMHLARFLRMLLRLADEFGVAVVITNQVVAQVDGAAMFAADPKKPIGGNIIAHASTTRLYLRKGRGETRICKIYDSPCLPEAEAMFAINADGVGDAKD
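Material: hRad51 filaments on single-stranded DNA; Reagent: Donor/quencher-labelled 47-bp dsDNA substrate; Compound: 10 µM final, single point; Schedule: 37 °C 15-min filament assembly, 30-min compound preincubation, 15-min exchange; Technique: FRET fluorescence, excitation 485 nm, emission 520 nm; Benchmarks: control wells and blank wells on each plate.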
Furin inh = inhibitors of human furin; hit rate 0.061% among 220,000; inhibition, % at 30 µM; P09958; AID 463115; purified furin, fluorogenic substrate cleavage; in the data active = inhibition above about 25%; note: inactives centre near -15
Target sequence (P09958 108-714 limits assumed): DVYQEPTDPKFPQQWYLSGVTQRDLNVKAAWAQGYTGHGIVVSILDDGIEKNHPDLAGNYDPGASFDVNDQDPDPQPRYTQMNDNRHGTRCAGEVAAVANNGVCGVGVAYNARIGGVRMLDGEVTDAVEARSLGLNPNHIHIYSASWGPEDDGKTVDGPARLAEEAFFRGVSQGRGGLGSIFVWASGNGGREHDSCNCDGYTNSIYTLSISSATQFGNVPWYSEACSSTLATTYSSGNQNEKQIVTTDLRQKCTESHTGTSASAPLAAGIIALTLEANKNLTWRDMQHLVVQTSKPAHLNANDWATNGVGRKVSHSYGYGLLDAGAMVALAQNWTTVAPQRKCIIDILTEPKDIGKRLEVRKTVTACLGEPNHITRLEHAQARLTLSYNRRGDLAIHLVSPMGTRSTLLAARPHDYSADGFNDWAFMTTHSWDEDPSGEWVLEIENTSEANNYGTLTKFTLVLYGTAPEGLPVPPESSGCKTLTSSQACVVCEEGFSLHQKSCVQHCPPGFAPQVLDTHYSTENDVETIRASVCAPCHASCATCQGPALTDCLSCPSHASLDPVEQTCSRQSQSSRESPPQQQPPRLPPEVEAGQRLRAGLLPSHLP
Calpain2 inh = calpain II (pig) inhibition; purified calpain II, fluorogenic peptide substrate, 30 min; inhibition, % at 16 µM; hit rate 0.37% among 220,000;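 active = inhibition above about 50%, limit read from the data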
PERK inhibitor = blocks human PERK kinase; Q9NZJ5; CHO PERK-DD fusion, SEAP luminescence translation reporter; inhibition, % at 5.6 µM; hit rate 0.17% among 220,000; AID 1416;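 active = inhibition above the mean inhibition of all tested compounds plus 3 SD, set separately per screening campaign, cut at about 2.9% in these data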;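 note: PERK kinase domain activated by AP20187 dimerizer at 100 nM; 0% = DMSO with dimerizer and 100% = rapamycin at 8.4 µM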
Cl transport mod = modulators of human KCC2 chloride dependent transport | hit rate 2.2% among 190,000 | B-score of Tl+ flux slope (higher = more flux/activation; lower = inhibition) at 10 µM | Q9H2X9 | KCC2 cells, thallium flux FluoZin-2 fluorescence | AID 1456;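 active = thallium flux slope and its plate-corrected score both differing from the plate sample mean at a set confidence after two filtering rounds, in either direction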;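 note: slope of fluorescence scaled to starting intensity during 10 to 20 s after thallium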
* hit, by the source's call; x = not tested or not shown; [ ] = dose if it differs, or a comment.

SMILES | Rad51 HR inh | Furin inh | Calpain2 inh | PERK inhibitor | Cl transport mod
CC(C)C(=O)c1c(C(C)C)nn2ccccc12 | -3.5 | x | x | x | x
O=C1[C@H]2[C@H](C=CC[C@H]2C(=O)N2CCN(c3ccccc3)CC2)CCN1Cc1ccccc1 | 6.0 | x | x | x | x
COC(=O)C[C@H]1c2ccc(C(F)(F)F)cc2S(=O)(=O)N1Cc1ccccc1 | 1.0 | x | x | x | x
COC(=O)[C@@H]1C[C@@]2(Br)c3ccccc3N(S(=O)(=O)c3ccccc3)[C@H]2N1C(=O)OC | 3.7 | x | x | x | x
O=C(O)Cc1c[nH]c2ccccc12 | 5.2 | x | x | x | x
C[C@H](O)[C@@]1(O)CC[C@H]2[C@@H]3CC[C@@H]4C[C@H](O)CC[C@]4(C)[C@H]3CC[C@@]21C | 8.2 | x | x | x | x
CCC/C=C(\CCC)C(NC(=O)c1ccc(C(F)(F)F)cc1)c1ccccc1 (configuration not stated) | -11.5 | x | x | x | x
O=C(O)C1=CCNCC1 | 1.3 | x | x | x | x
C[C@H]1C[C@H]2[C@@H]3CCC4=CC(=O)C=C[C@]4(C)[C@@]3(F)[C@@H](O)C[C@]2(C)[C@@]1(O)C(=O)CO | -7.3 | x | x | x | x
CN(C)CCNC(=O)c1c(CSc2ccc(Cl)cc2)noc1C(=O)NCc1ccccc1 | 7.4 | x | x | x | x
OCCCn1c(C2CCCN2c2nc(-c3ccc(Cl)cc3)cs2)nc2cc(C(F)(F)F)ccc21 (configuration not stated) | -1.7 | x | x | x | x
COC(C[C@@H]1O[C@@H]1C(=O)[C@@H](C)OCc1ccccc1)OC | -2.5 | x | x | x | x
O=C(NCc1cccc(C(F)(F)F)c1)c1cc(-c2ccccc2)nn1CC1CC(c2cccnc2)=NO1 (configuration not stated) | -53.2 | x | x | x | x
CCCCCCCCCCCCN1[C@@H](CC(C)=O)c2cc(F)cc(F)c2S1(=O)=O | -4.1 | x | x | x | x
COc1ccc(CCNC(=O)CSc2nc(C)nc3c2c(=O)n(C)c(=O)n3C)cc1OC | 6.2 | x | x | x | x
COC(=O)CCCC1=CC2=CC(=O)C(C)(OC(=O)c3ccc(Cl)nc3)C(=O)C2=CO1 (configuration not stated) | -20.7 | x | x | x | x
C/C=C/c1cc(OC)c2c(c1)[C@H](C)[C@@H](c1ccc(O)c(OC)c1)O2 | 1.2 | x | x | x | x
Cn1c(=O)[nH]c2ncn(C)c2c1=O | -0.2 | x | x | x | x
Cc1c2oc3c(C)ccc(C(=O)N[C@@H]4C(=O)N[C@H](C(C)C)C(=O)N5CCC[C@H]5C(=O)N(C)CC(=O)N(C)[C@@H](C(C)C)C(=O)O[C@@H]4C)c3nc-2c(C(=O)N[C@@H]2C(=O)N[C@H](C(C)C)C(=O)N3CCC[C@H]3C(=O)N(C)CC(=O)N(C)[C@@H](C(C)C)C(=O)O[C@@H]2C)c(N)c1=O | 35.6 | x | x | x | x
CC(C)(C)c1ccc(C2=CC(c3ccccc3F)n3ncnc3N2)cc1 (configuration not stated) | 4.2 | x | x | x | x
C#Cc1ccc([C@H]2C=C(C(=O)OCC=C)O[C@@H](OCCCCO)C2)cc1 | -1.4 | x | x | x | x
CC1(C)C2CC[C@]3(C)C(CC=C4[C@@H]5C[C@@](C)(CO)CC[C@]5(C(=O)O)CC[C@]43C)[C@@]2(C)CC[C@@H]1O (some centres not stated) | 6.1 | x | x | x | x
C=CCn1c(=O)c2c(nc(-c3ccc(S(=O)(=O)O)cc3)n2C)n(C)c1=O | 3.9 | x | x | x | x
COC(=O)C1=C(C)N(CCCC(=O)O)C(=O)NC1c1ccccc1OS(=O)(=O)c1ccc([N+](=O)[O-])cc1 (configuration not stated) | 4.2 | x | x | x | x
O=C(O)C1=CCCNC1 | 4.2 | x | x | x | x
SMILES | Rad51 HR inh | Furin inh | Calpain2 inh | PERK inhibitor | Cl transport mod
CCOC(=O)C[C@H]1c2cc(F)ccc2S(=O)(=O)N1C1CCCC1 | -4.1 | x | x | x | x
O=C1C=C(c2cc3ccccc3s2)CCC1 | -4.0 | x | x | x | x
COC(=O)C1=C(C)N(CCCC(=O)O)C(=O)NC1c1cccc(Cl)c1Cl (configuration not stated) | -0.7 | x | x | x | x
CCOC(=O)CN1C(=O)N[C@@H](c2cccc(C(F)(F)F)c2)[C@@H](C(=O)OC)[C@H]1C | -3.9 | x | x | x | x
COc1ccc(-n2nnnc2Sc2ccc(S(=O)(=O)N3CCOCC3)cn2)cc1 | 7.6 | x | x | x | x
COC(=O)C1=C(C(=O)OC)[C@@H]2Nc3ccccc3[C@@]23C[C@@H](C(=O)OC)N(C(=O)COCc2ccccc2)C3=N1 | 5.4 | x | x | x | x
CCN1C(=O)N[C@@H](c2ccccc2)[C@H](C(=O)OC)[C@H]1C | 0.1 | x | x | x | x
C/C(=C\[C@@H](NP(=O)(c1ccccc1)c1ccccc1)c1ccccc1)CO[Si](c1ccccc1)(c1ccccc1)C(C)(C)C | -0.1 | x | x | x | x
C[C@H]1CCC[C@@]2(O[C@@H](CCO)C[C@H](O)[C@H]2O)O1 | -0.3 | x | x | x | x
COc1ccccc1CNC(=O)C1CC2Cn3c(nc4cc(Cl)c(Cl)cc43)C2N1C (configuration not stated) | -2.7 | x | x | x | x
O=C(NCC1CC1)[C@]1(C(F)(F)F)C[C@H](CCC2CCCCC2)CCCO1 | 5.9 | x | x | x | x
Cc1ccc(-c2csc(NCCc3nc4cc(Cl)c(Cl)cc4n3CCOCCO)n2)cc1 | 8.8 | x | x | x | x
O=P(O)(CCCP(=O)(O)CCc1ccccc1)CCc1ccccc1 | -7.3 | x | x | x | x
C#CCSc1nnc(C)c(C)n1 | -5.3 | x | x | x | x
CCCNC(=O)C1(CC2CC(c3ccccc3)=NO2)CCN(C(=O)CCCCCBr)CC1 (configuration not stated) | -9.0 | x | x | x | x
Cc1ccc(Cn2c(C3CCCN3c3nc(-c4ccc(F)cc4)cs3)nc3cc(Cl)c(Cl)cc32)cc1 (configuration not stated) | 1.5 | x | x | x | x
O=C(NCCc1nc(-c2ccccc2Cl)no1)C1CCCCC1 | -3.1 | x | x | x | x
CCCNC(=O)C1(CC2CC(c3ccccc3)=NO2)CCN(C(=O)Cc2ccc(F)cc2)CC1 (configuration not stated) | -3.4 | x | x | x | x
O=C(CCCCC(=O)Nc1c(I)cc(I)c(C(=O)O)c1I)Nc1c(I)cc(I)c(C(=O)O)c1I | 2.6 | x | x | x | x
c1cc(CN2CCCCC2)cc(OCCCNc2nc3ccccc3s2)c1 | 1.5 | x | x | x | x
COC(=O)c1cc(=O)c2ccc(OC)cc2o1 | 11.8 | x | -8.0 | x | x
Cc1ccc2c(c1)C1(C(=O)N2)N2CCCC2C(C(=O)c2ccc3ccccc3c2)C12C(=O)Nc1ccccc12 (configuration not stated) | -12.2 | x | -6.7 | x | x
CC(C)NCC(O)COc1cccc2[nH]ccc12 (configuration not stated) | x | x | -7.6 | 2.3 | 1.27
O=C1c2cccc3c(N4CCCCC4)ccc(c23)C(=O)N1c1ccc(Cl)cn1 | x | -20.7[20 µM] | x | 0.4 | x
Cc1ccccc1OCCn1cc(C(=S)N2CCCC2)c2ccccc21 | x | -15.2[20 µM] | x | -0.2 | x
SMILES | Rad51 HR inh | Furin inh | Calpain2 inh | PERK inhibitor | Cl transport mod
CC(C)CC(=O)N1CCN(c2ccc([N+](=O)[O-])c(NCc3ccccc3)c2)CC1 | x | -17.7[20 µM] | x | -0.1 | x
Cn1c(=O)c2c(nc(N3CCCCC3)n2CCSc2nc3ccccc3o2)n(C)c1=O | x | -10.3[20 µM] | x | 0.7 | x
CN(C)CCCN1C(=O)C(=O)/C(=C(/O)c2ccc3c(c2)OCO3)C1c1ccccn1 (configuration not stated) | x | -22.4 | x | 0.3 | x
Cc1ccc(S(=O)(=O)c2cc3c(=O)n4ccccc4nc3n(CC3CCCO3)c2=N)cc1 (configuration not stated) | x | -23.5[20 µM] | x | 0.6 | x
CCOC(=O)c1sc(N2C(=O)C(O)=C(C(=O)c3ccco3)C2c2ccccc2)nc1C (configuration not stated) | x | -26.0 | x | 0.7 | x
Cc1coc2c(C)c3oc(=O)cc(-c4ccccc4)c3cc12 | x | -13.9[20 µM] | x | 0.9 | x
CCCOc1nc2c(c(=O)n(C)c(=O)n2C)n1CC | x | -9.6 | x | 1.0 | x
CC(=O)N1CCc2cc(S(=O)(=O)NCCC3=CCCCC3)ccc21 | x | -8.4[20 µM] | x | -1.2 | x
O=C1c2ccccc2C(=O)N1CCC(=O)N1CCc2ccccc21 | x | -29.1[20 µM] | x | 1.0 | x
c1ccc(-c2nnc(-c3cccc(-c4nnc(-c5ccccc5)o4)c3)o2)cc1 | x | -12.5[20 µM] | x | 0.6 | x
CC12CCC(C(=O)N3CCN(C(=O)C45CCC(C)(C(=O)O4)C5(C)C)CC3)(OC1=O)C2(C)C | x | -23.6[20 µM] | x | 0.0 | x
C=CCn1c(=O)/c(=C2/SC(C)=C(C)N2CC)s/c1=C1/C(=O)N(C)C(=S)N1c1ccccc1 | x | -5.2[20 µM] | x | -0.9 | x
CCOC(=O)Nc1c(C(=O)OC)[nH]c2cc(OC)ccc12 | 0.4 | -7.6 | x | 0.6 | x
COc1ccc(-c2nc3cc(C)ccn3c2NCC2CCCO2)cc1OC (configuration not stated) | 3.7 | -11.4[20 µM] | x | 0.0 | x
CCOC(=O)c1c2c(n(C)c1C)C(=O)C(=O)c1ccc(Br)cc1-2 | 7.8 | -15.7[20 µM] | x | 0.7 | x
O=P(O)(CCc1ccccn1)CN1CCOCC1 | -0.6 | -22.1 | x | 1.1 | x
Cc1ccccc1NC(=O)c1cnn(-c2ccccc2)c1NC(=O)c1ccco1 | 5.3 | -23.2 | x | 0.5 | x
Nc1nc(-c2ccccc2)nc(-c2ccccc2O)n1 | 7.6 | -26.4[20 µM] | x | 0.1 | x
CC(=O)c1cc(Cc2csc(C(C)=O)c2)cs1 | 2.9 | -17.3 | x | -0.7 | x
O=C(CN1C(=O)NC2(CCSC2)C1=O)N1CCN(c2ccc(F)cc2)CC1 (configuration not stated) | 4.9 | -10.1 | x | 0.3 | x
Cn1c(=O)c2c(nc(NCCCN3CCOCC3)n2Cc2cccc(Cl)c2)n(C)c1=O | 5.4 | -29.9 | x | -1.1 | x
O=C(c1ccc2c(c1)C(=O)N(c1ccc(Cl)cc1)C2=O)N1CCN(c2ccccn2)CC1 | 4.0 | -21.8 | x | -0.8 | x
C/C(=C\C(=O)c1ccc(C)cc1)NCc1ccc(F)cc1 | 2.3 | -14.1[20 µM] | x | 1.3 | x
COc1ccc(N2CCN(C(=O)CSc3ncnc4scc(-c5ccc(C)cc5)c34)CC2)cc1 | -5.7 | -7.1[20 µM] | x | -0.4 | x
Cc1cccc(OCCCCCNCCO)c1 | -3.1 | -37.4 | x | 1.0 | x
SMILES | Rad51 HR inh | Furin inh | Calpain2 inh | PERK inhibitor | Cl transport mod
CCc1nnc(NC(=O)CSc2nnc(CSc3nc(C)cc(C)n3)o2)s1 | -6.8 | -11.4 | x | 0.9 | x
COC(=O)C(C)Sc1nc2c(c(-c3ccc(OC)cc3)c1C#N)-c1ccccc1C2=O (configuration not stated) | -0.7 | -13.9[20 µM] | x | 1.2 | x
O=C(c1ccc(CN2CCc3ccccc3C2)cc1)N1CCN(c2ccc(F)cc2)CC1 | 1.8 | -29.9[20 µM] | x | 0.1 | x
Cc1ccc(S(=O)(=O)N(CC(=O)NCCSCc2ccco2)c2cc(C)ccc2C)cc1 | 0.2 | -12.3[20 µM] | x | -0.3 | x
Cn1c(=O)c2c(nc(CN3CCN(c4cccc(Cl)c4)CC3)n2CCc2ccccc2)n(C)c1=O | 6.7 | -8.6[20 µM] | x | -1.0 | x
COc1cc(OC)cc(C(=O)Nc2ncc3c(n2)CC(C)CC3=O)c1 (configuration not stated) | -6.2 | -31.9 | x | -0.7 | x
CCOCCn1c(CN2CCN(c3ccccc3)CC2)nc2c1c(=O)n(C)c(=O)n2C | 14.1 | -5.4[20 µM] | x | -0.5 | x
C#CCSc1nnc(-c2cccc3ccccc23)o1 | -4.7 | -19.5 | x | 0.5 | x
O/N=C/c1cc(Br)ccc1OCc1ccc(F)cc1 | -2.8 | -20.5[20 µM] | x | 2.3 | x

Structures above containing bromine:
SMILES | Rad51 HR inh | Furin inh | Calpain2 inh | PERK inhibitor | Cl transport mod
COC(=O)[C@@H]1C[C@@]2(Br)c3ccccc3N(S(=O)(=O)c3ccccc3)[C@H]2N1C(=O)OC | 3.7 | x | x | x | x
CCCNC(=O)C1(CC2CC(c3ccccc3)=NO2)CCN(C(=O)CCCCCBr)CC1 (configuration not stated) | -9.0 | x | x | x | x
CCOC(=O)c1c2c(n(C)c1C)C(=O)C(=O)c1ccc(Br)cc1-2 | 7.8 | -15.7[20 µM] | x | 0.7 | x
O/N=C/c1cc(Br)ccc1OCc1ccc(F)cc1 | -2.8 | -20.5[20 µM] | x | 2.3 | x

Some of the compounds tested (hit frequency here may not be typical).
